# EPAC1 antagonist = antagonists of human EPAC1 | 360,000 compounds, 0.14% hits | Potency, µM (highest dose often 115 µM), for the others: at the top dose activity change, negative = inhibition, actives largely listed as inhibitors | O95398 | EPAC1 GEF assay, Rap1b-BODIPY-GDP exchange fluorescence;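 further: potency means the concentration at half of the fitted maximal effect; plate controls were vehicle for no effect and positive control for full effect; nearly all actives have a fitted effect of over 50% in size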
# PI5P4Ka inh = PI5P4K alpha (human) kinase inhibition. P48426. PI5P4Kalpha enzyme, ADP-Glo luminescence, 60 min; hits give low values. max response, %. 330,000 compounds, 1.2% hits. AID 652105; active means max response of -50% or lower; inconclusive means between -30% and -50%; inactive means -30% or higher; further: value at the top dose of about 77 µM; on the % scale 0 is the no-effect control and ±100 the full control effect
# Target sequence (P48426 whole entry, looked up): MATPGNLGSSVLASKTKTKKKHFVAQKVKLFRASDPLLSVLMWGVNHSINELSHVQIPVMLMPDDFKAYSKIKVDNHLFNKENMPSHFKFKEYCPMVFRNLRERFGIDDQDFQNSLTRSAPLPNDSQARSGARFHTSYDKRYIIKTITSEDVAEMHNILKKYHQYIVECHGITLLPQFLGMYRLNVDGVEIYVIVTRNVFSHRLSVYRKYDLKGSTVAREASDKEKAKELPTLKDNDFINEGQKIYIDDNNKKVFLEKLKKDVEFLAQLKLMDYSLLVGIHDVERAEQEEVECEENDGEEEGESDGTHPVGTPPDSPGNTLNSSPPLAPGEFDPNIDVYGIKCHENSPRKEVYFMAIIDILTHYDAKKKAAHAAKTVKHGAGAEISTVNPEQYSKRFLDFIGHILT
#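 Human PI5P4Kalpha with substrate in 0.038 M HEPES pH 7.4, 0.28 mM EGTA, 0.1% CHAPS, 5% DMSO; reaction started with 5 microM ATP (final), 60 min at room temperature. ADP formed read by ADP-Glo luminescence.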
# PLK1 PBD inh = blocks phosphopeptide binding to human PLK1 polo-box domain | P53350 | Plk1 PBD binding of FITC phosphopeptide, fluorescence polarization | Potency, µM, without a hit: max response, negative = inhibition, most hits filed as inhibitors | 360,000 compounds, 2.8% hits | AID 720504; further: potency means the concentration at half of the fitted maximal effect; series mostly up to about 57 µM; on the % scale 0 is the no-effect control and ±100 the full control effect; nearly all actives have a fitted effect of over 65% in size
# Target sequence (P53350 whole entry, looked up, the tested form may be a part): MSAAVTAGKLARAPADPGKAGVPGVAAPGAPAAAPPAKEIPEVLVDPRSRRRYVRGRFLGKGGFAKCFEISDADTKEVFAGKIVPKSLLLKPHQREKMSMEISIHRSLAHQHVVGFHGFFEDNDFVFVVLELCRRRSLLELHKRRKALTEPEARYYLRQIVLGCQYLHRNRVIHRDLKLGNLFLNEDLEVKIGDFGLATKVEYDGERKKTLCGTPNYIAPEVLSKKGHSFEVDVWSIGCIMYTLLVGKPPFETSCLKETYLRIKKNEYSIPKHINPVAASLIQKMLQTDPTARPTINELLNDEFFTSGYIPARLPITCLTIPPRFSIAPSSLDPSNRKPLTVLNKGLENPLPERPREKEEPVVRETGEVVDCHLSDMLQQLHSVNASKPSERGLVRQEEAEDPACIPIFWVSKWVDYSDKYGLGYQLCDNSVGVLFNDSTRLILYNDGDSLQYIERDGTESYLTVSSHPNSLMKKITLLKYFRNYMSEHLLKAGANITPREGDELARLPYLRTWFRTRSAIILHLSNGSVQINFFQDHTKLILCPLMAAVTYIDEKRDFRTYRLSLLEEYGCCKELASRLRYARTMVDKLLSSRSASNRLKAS
# WRN helicase inh = blocks human WRN helicase; Q14191; WRN helicase unwinding, fluorescent forked duplex, kinetic; Potency, µM (titrated, usually from 114 µM), for the others: at the top dose activity change, negative = inhibition, hits mostly inhibitors; 360,000 compounds, 0.46% hits; further: potency means the concentration at half of the fitted maximal effect; on the % scale 0 is the no-effect control and ±100 the full control effect; nearly all actives have a fitted effect of over 55% in size
#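 Fluorescence dequenching readout, ex 525 nm/em 598 nm, kinetic mode: forked duplex DNA (100 nM final) with adjacent fluorophore and quencher unwound by WRN (20 nM final) with 2 mM ATP. Compound preincubation 15 min, room temperature.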
# EPAC1 agonist = EPAC1 (human) agonism. 360,000 compounds, 0.073% hits. EPAC1 agonist qHTS, biochemical assay; response scale: 100% = response to 6.5 mM cAMP. O95398. Potency, µM (doses to about 154 µM), inactives show at the top dose activation, hits mostly activators; further: potency means the concentration at half of the fitted maximal effect; nearly all actives have a fitted effect of over 60% in size
#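 Nucleotide exchange assay: 100 nM EPAC1 with 250 nM Rap1B loaded with BODIPY-GDP and 50 uM GDP, room temperature. Fluorescence (480/540 nm) read every 5 min for 30 min; signal change normalized to 6.5 mM cAMP as full agonist.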
# IL-2 act = activators of IL-2; IL-2 activation reporter assay, cell-based qHTS; stimulated with anti-CD3/CD4/CD28 beads; in transgenic mouse T cells; activation, % (series mostly up to about 46 µM); 360,000 compounds, 0.065% hits; in the data active means activation above about 50%; inconclusive means mostly about 30% to 49%; further: 0% is about no effect
#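 Unstimulated transgenic mouse T cells; 60-min compound exposure; bead-based TCR/CD4/CD28 stimulation; 18 h culture, 37 degrees C; dual fluorescence (EGFP, DsRed) plate cytometry.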
# FUS suppressor = FUS proteinopathy suppression in yeast | Potency, µM (series often up to 76.6 µM), inactives show at the top dose growth rescue (activation), most hits filed as activators | 390,000 compounds, 0.24% hits | S. cerevisiae FUS-expressing, growth rescue, OD600, 24 h;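 further: potency means the concentration at half of the fitted maximal effect; plate controls were DMSO vehicle for no effect and reference control for full effect; nearly all actives have a fitted effect of over 55% in size; some results filed as inactive show a strong effect at the top dose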
#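 Compound concentration series was pinned onto galactose-induced FUS-expressing yeast seeded at OD 0.005. Plates sat 24hr at 30C; absorbance at 600 nm gave growth. DMSO served as background control.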
# Abeta rescue = restores growth of yeast expressing A-beta42 peptide; Potency, µM (doses to about 46.1 µM), for inactives: top-dose growth rescue, usual class: activators; AID 1347071; yeast expressing A-beta42, growth rescue, OD600, 48 h; response scale: 0% DMSO, 100% iron-clioquinol control; 410,000 compounds, 0.063% hits; further: potency means the concentration at half of the fitted maximal effect; nearly all actives have a fitted effect of over 55% in size
#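 Yeast growth medium received pinned compounds, then yeast cells expressing toxic A-beta were added; plates incubated at 30 C for 48 hr. Growth read as absorbance at 600 nm, normalized to DMSO and equimolar FeCl3 plus clioquinol controls.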
# Starred values were filed as active, the others as inactive; u = inconclusive; x = no result given; & = joins results of further samples; [ ] = dose if it differs, or a comment. Unless noted, the call rests on the fitted dose curve; in most records, active means well fitted curve in the direction sought with a large enough effect; inconclusive means small, poorly fitted or top-dose-only effect, or another doubt; inactive means no such curve, though single readings can be large; an effect the other way counts as inactive or inconclusive.
structure,EPAC1 antagonist,PI5P4Ka inh,PLK1 PBD inh,WRN helicase inh,EPAC1 agonist,IL-2 act,FUS suppressor,Abeta rescue
CC(Sc1ncccn1)C(=O)NNC(=O)c1cccc(Cl)c1 (stereo unspecified),2%,0,2%,-2%,-2%,-1.7,x,4%
Cc1ccc(C2=Nc3ccccc3N=C(c3ccc([N+](=O)[O-])cc3)C2)c(O)c1,8%,0,-1%,3%,-2%,1.0,-18%,15%
COC(=O)C[C@H]1c2cc(F)cc(F)c2S(=O)(=O)N1C1CCN(Cc2ccccc2)CC1,-5%,-8,-2%,6%,-16%,0.1,-23%,0%
O=C(NCc1ccccc1)C1CCCN(C(=O)NCc2ccccc2)C1 (stereo unspecified),13%,-3,-4%,10%,4%,0.2,16%,9%
COc1ccc(C(=O)N[C@H](C(=O)OCCCOC(=O)[C@@H](NC(=O)c2ccc(OC)cc2)C(C)C)C(C)C)cc1,-27%,-8,-16%,3%,-1%,-0.3,u,3%
O=C(CNC(=O)c1sc2ccccc2c1Cl)NCc1ccc(F)cc1,-12%,-1,-3%,-2%,-2%,0.6,8%,-9%
COc1ccc(/C=N/N2CCN(c3ccccc3)CC2)cc1Br,7%,-3,7%,8%,2%,0.0,-13%,5%
NC(c1csc(Nc2ccccn2)n1)C1CCCCC1 (stereo unspecified),3%,-9,-3%,-2%,3%,-0.8,-13%,25%
CCOC(=O)c1c(C)n(C)c2ccc(OC(C)=O)cc12,-5%,1,-1%,-11%,-5%,1.0,8%,-29%
CCC(C)N(C(=O)COC(=O)c1ccc(N)c([N+](=O)[O-])c1)C1CCS(=O)(=O)C1 (stereo unspecified),7%,1,2%,2%,9%,0.6,-22%,6%
O=C(Nc1ccc(Cn2ccnc2)cc1)c1cccc(C(F)(F)F)c1,15%,1,0%,3%,2%,0.5,-9%,-19%
CC1CCN(C(=O)c2scc3c2OCCO3)CC1,-9%,-8,-12%,13%[57.1 µM],-6%,-0.9,1%,-10%
Cc1cc(C)cc(NC(=S)N(Cc2ccc(Br)cc2)Cc2ccc(C(=O)O)cc2)c1,-14%,12,u,-3%,-1%,-1.6,37%,9%
COC(=O)C1=C(C(=O)OC)[C@@H]2N(Cc3ccccc3)c3ccccc3[C@@]23C[C@@H](C(=O)OC)N(C(=O)CC(C)C)C3=N1,-2%,4,3%,-3%,-22%,-0.3,33%,1%
COc1ccc(/C=C(\CC(=O)O)c2nc3ccccc3o2)cc1,-4%,-1,3%,-7%,4%,-0.6,6%,-20%
Cc1ccc(S(=O)(=O)N2CCN(CCc3ccccc3)CC2)c(C)c1,-19%,-8,4%,-16%,9%,-3.0,14%,-19%
COc1ccc(-c2nsc(SCC(=O)Nc3ccc4c(c3)OCO4)n2)cc1,12%,-10,-28%,7%,-10%,-0.1,-11%,-5%
O=C(Nc1ccc(Cl)cc1)Nc1nc(-c2ccccc2O)cs1,12%,1,-3%,-5%,8%,-0.7,-3%,4%
C=CCC[C@@H](Cc1ccc(F)cc1)C(=O)OC[C@H](C)NC(=O)[C@@H](CC=C)CC(=O)N(CCO)Cc1ccccc1,-7%,-2,-11%,-7%,-17%,-0.7,u,-8%
CC1CC(C)CN(S(=O)(=O)N2CCCC(C(=O)NC(C)c3ccccc3)C2)C1 (stereo unspecified),-12%,2,-4%,0%,-9%,0.1,-29%,3%
CC(NC(=O)C1CCN(C(=O)c2ccc(F)cc2)CC1)c1ccc(-n2ccnc2)cc1 (stereo unspecified),2%,3,-7%,5%,3%,-0.2,-16%,-4%
Cn1c(CN2CCOCC2)nc2cc(NC(=O)c3ccc(Cl)cc3)ccc21,-7%,0,-19%,3%,-1%,-2.1,28%,-17%
Cc1c(C#N)c(N)nc(Cl)c1C#N,-22%,-14,-12%,-4%,6%,1.7,-14%,-40%[inhibitor]
CCCCOc1ccc(NC(=O)Nc2nnc(C)s2)cc1,12%,5,2%,8%,-15%,-0.9,-31%,-5%
CN(C)C(=S)Oc1ccccc1-c1ccccc1OC(=S)N(C)C,-12%,0,-4%,-7%,-1%,0.0,-24%,14%
CC(C)[C@H](NC(=O)NCCc1ccc(F)cc1)C(=O)O,1%,1,2%,7%,1%,-0.5,-7%,14%
Cc1cc2ncn(CCCCOc3ccccc3)c2cc1C,-17%,x,1%,-13%,18%,-0.3,-5%&15%,0%&5%
Cc1ccc(S(=O)(=O)N2CCN(C(=O)c3ccc(S(=O)(=O)N4CCCC4)cc3)CC2)cc1,12%,1,-3%,-6%,13%,-0.5,-12%,5%
O=C(NCCN1CCOCC1)c1ccccc1[N+](=O)[O-],-1%,2,-3%,15%[57.1 µM],-1%,-3.0,-20%,5%
CCN(CC)C(=O)C1CCCN(Cc2ccccc2C(F)(F)F)C1 (stereo unspecified),-4%,1,3%,3%,7%,-0.9,0%,-2%
CC(C)OCCCn1c(SCC(=O)N2CCc3ccccc32)nc2ccccc2c1=O,-10%,3,-3%,-11%,-9%,-1.2,20%,14%
Cc1cc(C)c(N(C(=O)Cn2nnc3ccccc32)C(C(=O)NC(C)(C)C)c2ccsc2)c(C)c1 (stereo unspecified),-16%,x,-8%,-6%,-20%,-1.6,2%,-1%
CN(Cc1nc2ccccc2n1C)c1ccccc1,-28%,12,-10%,u,5%,0.3,16%,-2%
CCOC(=O)/C=C1\SCC(=O)N1CC(=O)Nc1ccc(C(C)C)cc1,-14%,-4,-9%,-2%,5%,-2.5,45%,-8%
O=C1CCCCC1Nc1ccc(Cl)cc1 (stereo unspecified),3%,0,-2%,-9%,1%,-5.5,x,0%
COc1ccc(CCC(=O)Nc2nnc(C(F)(F)F)s2)cc1,5%,6,-16%,2%,-1%,0.1,4%,3%
COc1ccccc1NC(=O)CCN1CC(C)OC(C)C1 (stereo unspecified),-1%,-2,-8%,4%,16%,0.0,19%,-3%
COc1ccc(CNC(=O)C2CC=CCC2C(=O)O)cc1OC (stereo unspecified),1%,-5,0%,4%,11%,-0.2,-11%,6%
CC(=O)c1sc(N/N=C/c2cccc(O)c2)nc1C,-4%,u,-5%,-1%,-26%,1.3,-12%,4%
CCCn1c(=O)c2c(c3ccccc31)OCC(=O)N2,6%,-7,3%,-3%,3%,-0.4,-16%,10%

# By substructure: the entries above containing bromine.
structure,EPAC1 antagonist,PI5P4Ka inh,PLK1 PBD inh,WRN helicase inh,EPAC1 agonist,IL-2 act,FUS suppressor,Abeta rescue
COc1ccc(/C=N/N2CCN(c3ccccc3)CC2)cc1Br,7%,-3,7%,8%,2%,0.0,-13%,5%
Cc1cc(C)cc(NC(=S)N(Cc2ccc(Br)cc2)Cc2ccc(C(=O)O)cc2)c1,-14%,12,u,-3%,-1%,-1.6,37%,9%

# Next compounds:
structure,EPAC1 antagonist,PI5P4Ka inh,PLK1 PBD inh,WRN helicase inh,EPAC1 agonist,IL-2 act,FUS suppressor,Abeta rescue
O=C(CN1CCN(Cc2ccc(Cl)cc2)CC1)N/N=C/c1cccc(F)c1,5%,0,4%,-1%,0%,2.5,-1%,-10%
O=[N+]([O-])c1ccc(Cl)c(C2Nc3cccc4cccc(c34)N2)c1,12%,-18,-5%,-7%,9%,-3.9,30%,10%
c1ccc(-c2cc3c(N4CCN(c5ncccn5)CC4)ncnc3s2)cc1,14%,8,-19%,-13%,15%,0.7,11%,-8%
CCc1cccc(NC(=O)Cn2cc(C=O)c3ccccc32)c1,-4%,3,-1%,-1%,4%,0.3,-10%,-1%
COC(=O)c1cc(C(=O)Nc2nc3ccccc3[nH]2)cc([N+](=O)[O-])c1,6%,-9,2%,-15%,-5%,2.1,5%,-18%
Cc1cc(NC(=O)CCC(=O)N(CC(=O)NCC2CCCO2)c2ccc3c(c2)OCCO3)no1 (stereo unspecified),-13%,-1,-3%,-25%,3%,0.0,11%,3%
COc1ccc(CN2[C@@H](CC(=O)O)c3cc(C(F)(F)F)ccc3S2(=O)=O)cc1,-2%,3,-18%,-15%,-14%,-1.6,-4%,-17%
COc1ccc(CCC(C)Nc2ccccc2F)cc1 (stereo unspecified),-14%,13,-2%,-2%,7%,-0.6,x,6%
O=S(=O)(NCC(O)COCc1ccco1)c1cccs1 (stereo unspecified),-11%,u,-25%,u,2%,-2.1,22%,-9%
COc1ccc(CCNS(=O)(=O)c2cccc3nsnc23)cc1OC,-8%,x,-8%,-5%,10%,-3.0,-16%,2%
CC[C@@]1(C(=O)OC)N[C@H](CN(C)C(=O)COc2ccccc2)[C@@H]2C(=O)N(C)C(=O)[C@@H]21,-12%,-3,2%,-3%,12%,0.1,-19%,-6%
COc1ccc(/C=C(\NC(=O)c2ccccc2)C(=O)NC2CCS(=O)(=O)C2)cc1 (stereo unspecified),-5%,0,-8%,8%,-6%,0.7,34%,-2%
CCCNC(=S)Nc1ccccc1,9%,4,5%,-10%,9%,-0.3,-19%,9%
CC1(c2nnc(-c3ccc(Cl)cc3)o2)CC(c2c(Cl)cccc2Cl)=NO1 (stereo unspecified),u,14,-6%,3%,-8%,-0.6,18%,9%
Cc1ccc(S(=O)(=O)Nc2ccc(S(=O)(=O)N3CCCC3)cc2)cc1,-15%,3,-1%,-14%,0%,-0.6,28%,23%
O=C(/C=C/Nc1ccc(F)cc1)c1cccs1,u,-12,-16%,5%,3%,-0.1,x,-8%
COc1ccc(-c2nnc(SCC(=O)N3CCCCC3)o2)c(OC)c1,6%,x,-2%,4%[57.1 µM],-2%,-1.5,-9%,-3%
Cc1cc(=O)oc2c3c4c(cc12)OCCN4CCC3,11%,3,-19%,-14%,2%,-1.1,22%,-18%
CN(Cc1ccccc1)C(=O)CC(=O)N(C)Cc1ccccc1,13%,-1,-5%,13%,5%,0.4,9%,2%
Cc1cc2cc(CNC(=O)C3CCCC3)ccc2n1C,-3%,2,-1%,0%,-5%,-1.1,6%,-8%
Cc1ccccc1OCC(=O)Nn1c(COc2ccccc2)nc2ccccc2c1=O,-4%,0,-12%,-14%,16%,4.0,17%,5%
Cc1ccc(S(=O)(=O)N2CCCCC2)cc1C(=O)N1CCCCCC1,4%,4,0%,-11%,4%,0.3,x,4%
O=C(O)CC1(CC(=O)N2CCOCC2)CCCC1,-9%,-22,-6%,-25%,0%,-0.5,-15%,-7%
